HT1080 IDH1KD tx: HT-1080 IDH1 knockdown cell toxicity (counter line) | HT-1080 IDH1 knockdown viability, ATP luminescence, 48 h | Potency, µM (titrated, usually from 46.1 µM), inactives show at the highest dose activity, negative = toxicity, hits mostly cytotoxic | hit rate 2% among 360,000 | AID 686971;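 further: potency means the concentration at half of the fitted maximal effect; 0% = DMSO wells and -100% = cell-free medium wells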
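After a 2 h attachment period, IDH1KD HT-1080 cells took pin-transferred compound for 48 h at 37 °C; ATP-based luminescence after 10 min room-temperature reagent incubation reported viability.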
KB-3-1 cytotox: kills parental KB-3-1 adenocarcinoma cells; KB-3-1 viability, CellTiter-Glo ATP luminescence, 72 h; hit rate 1.4% among 400,000; Potency, µM (doses to about 46.1 µM), without a hit: at the top dose activity change, negative = cytotoxic, usual class: cytotoxic; further: potency means the concentration at half of the fitted maximal effect; on the % scale 0 is the no-effect control and ±100 the full control effect; nearly all actives have a fitted effect of over 60% in size
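Screening of KB-3-1 cells (DMEM, 10% FBS, phenol-red free) ran from lowest to highest compound concentration; after 72 h at 37 °C viability was read luminescently and curves fitted.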
IL-1B inflam inh: blocks inflammasome-driven IL-1 beta release; THP-1 LPS/ATP IL-1B secretion, AlphaLISA, 16 h; hits give low values; activity change, % at 57.5 µM; hit rate 4.7% among 360,000; AID 743279; in the data active means activity change below about -50%; inconclusive means mostly about -30% to -49%; further: on the % scale 0 is the no-effect control and ±100 the full control effect
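THP-1 cells pretreated 1 hr with compounds (up to 57.5 uM final), then stimulated with LPS (250 ng/mL final) plus ATP (1.25 mM final); secreted IL-1B measured by AlphaLISA after 16 hr, decreased signal indicating inhibition.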
MCF10A rereplic: inducers of DNA re-replication in MCF 10A breast cells. hit rate 2.9% among 350,000. Potency, µM (doses to about 46.1 µM), for the others: at the top dose activity, positive = re-replication, hits mostly activators. AID 624296. MCF 10A DNA re-replication, Hoechst nuclear intensity, 48 h; further: potency means the concentration at half of the fitted maximal effect; % of control where 0% means no effect; nearly all actives have a fitted effect of over 50% in size
ATXN2 expr inh: inhibitors of ATXN2 expression. AID 1745845. hit rate 0.72% among 360,000. Potency, µM (top dose mostly 57 µM), for inactives: at the highest dose activity change, negative = inhibition, usual class: inhibitors. HEK-293 ATXN2-luciferase reporter, luminescence, 24 h; further: potency means the concentration at half of the fitted maximal effect; on the % scale 0 is the no-effect control and ±100 the full control effect; nearly all actives have a fitted effect of over 55% in size
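qHTS (up to 57 uM final) was run with 24 h compound exposure of reporter cells at 37 °C. Each well was multiplexed: SteadyGlo luminescence measured ATXN2-luciferase expression after a fluorogenic Gly-Phe-AFC viability readout (25 uM final).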
SW480 rereplic: induces DNA re-replication in SW480 colon adenocarcinoma cells. Potency, µM (series often up to 46.1 µM), for the others: at the highest dose re-replication activation, usual class: activators. SW480 DNA re-replication, Hoechst DNA content imaging, 48 h. hit rate 1.8% among 340,000; further: potency means the concentration at half of the fitted maximal effect; % of control where 0% means no effect; nearly all actives have a fitted effect of over 55% in size
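SW480 cells exposed to compounds for 48 hr at 37 C, 5% CO2, then Hoechst-stained 40 min. Nuclear DNA content imaged by fluorescence scanning (405 nm excitation, 500-530 nm emission); re-replication scored as increased high-intensity nuclei.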
WRN inhibitor: inhibitors of human WRN helicase. hit rate 0.46% among 360,000. Potency, µM (series often up to 114 µM), for inactives: at the top dose activity change, negative = inhibition, most hits filed as inhibitors. Q14191. AID 651768. WRN helicase unwinding, fluorescent forked duplex, kinetic; further: potency means the concentration at half of the fitted maximal effect; on the % scale 0 is the no-effect control and ±100 the full control effect; nearly all actives have a fitted effect of over 55% in size
Target sequence (Q14191 whole entry, looked up): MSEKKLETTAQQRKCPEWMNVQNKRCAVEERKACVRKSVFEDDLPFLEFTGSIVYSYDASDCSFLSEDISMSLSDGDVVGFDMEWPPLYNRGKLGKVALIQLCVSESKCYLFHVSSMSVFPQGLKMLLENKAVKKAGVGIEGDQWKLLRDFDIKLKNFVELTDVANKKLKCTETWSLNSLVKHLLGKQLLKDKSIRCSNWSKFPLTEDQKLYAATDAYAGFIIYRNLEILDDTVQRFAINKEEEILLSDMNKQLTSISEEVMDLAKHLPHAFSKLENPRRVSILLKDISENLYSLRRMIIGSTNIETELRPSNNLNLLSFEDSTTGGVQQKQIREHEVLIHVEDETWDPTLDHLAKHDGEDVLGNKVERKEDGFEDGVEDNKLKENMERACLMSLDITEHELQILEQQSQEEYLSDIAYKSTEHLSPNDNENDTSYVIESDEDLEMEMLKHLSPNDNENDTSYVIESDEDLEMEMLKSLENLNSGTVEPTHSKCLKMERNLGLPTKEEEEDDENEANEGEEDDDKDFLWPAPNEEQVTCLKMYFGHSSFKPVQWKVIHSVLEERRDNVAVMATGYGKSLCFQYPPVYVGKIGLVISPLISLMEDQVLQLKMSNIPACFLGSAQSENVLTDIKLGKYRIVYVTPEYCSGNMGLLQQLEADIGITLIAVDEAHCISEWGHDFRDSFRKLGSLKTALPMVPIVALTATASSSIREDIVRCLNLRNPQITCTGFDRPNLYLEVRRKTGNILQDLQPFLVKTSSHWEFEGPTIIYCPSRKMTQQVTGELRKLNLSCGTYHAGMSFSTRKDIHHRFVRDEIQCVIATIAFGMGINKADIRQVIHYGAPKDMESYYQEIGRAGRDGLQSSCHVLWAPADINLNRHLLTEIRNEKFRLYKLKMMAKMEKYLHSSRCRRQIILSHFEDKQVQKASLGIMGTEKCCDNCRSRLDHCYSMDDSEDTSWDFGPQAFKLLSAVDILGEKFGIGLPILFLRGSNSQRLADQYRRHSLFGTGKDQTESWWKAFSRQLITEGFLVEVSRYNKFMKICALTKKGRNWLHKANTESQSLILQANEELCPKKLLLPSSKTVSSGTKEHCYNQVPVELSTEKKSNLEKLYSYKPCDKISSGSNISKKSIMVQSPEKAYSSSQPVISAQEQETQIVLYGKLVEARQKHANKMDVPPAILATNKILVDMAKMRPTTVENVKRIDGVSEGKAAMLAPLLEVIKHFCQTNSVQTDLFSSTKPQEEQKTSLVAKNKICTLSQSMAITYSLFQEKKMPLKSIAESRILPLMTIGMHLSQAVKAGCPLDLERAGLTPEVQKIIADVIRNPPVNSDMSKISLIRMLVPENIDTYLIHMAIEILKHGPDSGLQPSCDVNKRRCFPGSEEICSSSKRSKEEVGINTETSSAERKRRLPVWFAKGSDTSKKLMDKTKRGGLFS
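Primary qHTS, 1536-well format. 20 nM WRN + compound, 15 min RT; start with 100 nM forked fluorophore/quencher duplex, 2 mM ATP (final); kinetic read ex 525/em 598 nm.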
KB-V1 MDR tox: kills drug-selected multidrug resistant KB-V1 cells. KB-V1 MDR cells viability, CellTiter-Glo, 72 h. Potency, µM (series often up to 46.1 µM), for the others: at the top dose activity change, negative = cytotoxicity, hits mostly cytotoxic. AID 1347076. hit rate 3.4% among 400,000; further: potency means the concentration at half of the fitted maximal effect; on the % scale 0 is the no-effect control and ±100 the full control effect; nearly all actives have a fitted effect of over 60% in size
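In this primary screen, KB-V1 cells overexpressing P-gp are incubated with library compounds (lowest to highest concentration) for 72 h at 37 degrees C before a luminescent ATP viability read.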
HT1080NT lethal: kills 2HG-producing HT-1080-NT fibrosarcoma cells; hit rate 1.6% among 360,000; Potency, µM (highest dose often 46.1 µM), for inactives: at the top dose activity, negative = less viability, actives largely listed as cytotoxic; HT-1080-NT fibrosarcoma viability, CellTiter-Glo ATP luminescence, 48 h;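 further: NT is the 2HG producing partner of a matched IDH1 knockdown line; potency means the concentration at half of the fitted maximal effect; 0% = DMSO-treated cells and -100% = media-only wells without cells; nearly all actives have a fitted effect of over 55% in size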
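Read-out is CellTiter-Glo luminescence after 10 minutes at room temperature, following 48 hours' compound treatment of HT-1080-NT cells (750 cells/well, RPMI, 5% FBS, 37 degrees C).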
Numbers without * were called inactive; ? = inconclusive; · = no result given; [ ] = remark or other dose. Unless noted, the call rests on the fitted dose curve; in most records, active means well fitted curve in the direction sought with a large enough effect; inconclusive means small, poorly fitted or top-dose-only effect, or another doubt; inactive means no such curve, though single readings can be large; an effect the other way counts as inactive or inconclusive. Hits appear at their usual frequency. Share with any hit: about 12%.

#1 CC(C)NC(=O)CC(=O)N/N=C/c1cccs1
#2 COc1cccc(-c2cc(C(=O)Nc3c(C)n(C)n(-c4ccccc4)c3=O)no2)c1
#3 O=C(COc1ccc(S(=O)(=O)N2CCOCC2)cc1)N1CCc2ccccc2C1
#4 CN1C(=O)CS/C1=N\NC(=O)COc1cccc2cccnc12
#5 CC(C)c1cccc(-c2csc(C(O)c3ccc(F)cc3)n2)c1 (centres undefined)
#6 CC(C)(C)C(=O)CCN1C(=O)C2(OCCO2)c2ccccc21
#7 CC(=O)N1CC2(C)CN(C(C)=O)CC(C)(C1)C2
#8 CC(=O)Nc1cccc(-c2ccnc3c2CC(C)(C(=O)NCc2cccc(Cl)c2)O3)c1 (centres undefined)
compound no.	1	2	3	4	5	6	7	8
HT1080 IDH1KD tx	15.8%	1.6%	3.7%	13.9%	?	-12.2%	4.2%	?
KB-3-1 cytotox	0.0%	12.6%	1.1%	4.4%	0.0%	9.8%	1.7%	14.6µM*
IL-1B inflam inh	49.1	-14.4	-8.3	-13.0	0.0	-16.1	4.0	64.5
MCF10A rereplic	4.5%	-9.2%	2.8%	?	·	2.2%	-5.4%	·
ATXN2 expr inh	-1.1%	-1.4%	·	0.1%	3.5%	-0.2%	3.2%	-26.0%
SW480 rereplic	-13.7%	-4.9%	-14.4%	-38.4%	·	-0.8%	-10.2%	·
WRN inhibitor	-4.4%	9.4%	2.4%	5.0%	-9.3%	-8.9%	-2.6%	-1.2%
KB-V1 MDR tox	11.7%	?	?	12.8%	28.9%	23.9%	0.7%	?
HT1080NT lethal	23.8%	1.1%	0.0%	10.8%	?	2.0%	3.5%	?

Whole records from above:
CC(C)c1cccc(-c2csc(C(O)c3ccc(F)cc3)n2)c1 (centres undefined) reads HT1080 IDH1KD tx = ?; KB-3-1 cytotox = 0.0%; IL-1B inflam inh = 0.0; MCF10A rereplic = ·; ATXN2 expr inh = 3.5%; SW480 rereplic = ·; WRN inhibitor = -9.3%; KB-V1 MDR tox = 28.9%; HT1080NT lethal = ?
CC(=O)N1CC2(C)CN(C(C)=O)CC(C)(C1)C2 reads HT1080 IDH1KD tx = 4.2%; KB-3-1 cytotox = 1.7%; IL-1B inflam inh = 4.0; MCF10A rereplic = -5.4%; ATXN2 expr inh = 3.2%; SW480 rereplic = -10.2%; WRN inhibitor = -2.6%; KB-V1 MDR tox = 0.7%; HT1080NT lethal = 3.5%

(cont.)
#9 O=C(CN1C(=O)NC2(CCOc3ccccc32)C1=O)c1ccc(F)c(F)c1 (centres undefined)
#10 COc1ccc(-c2nn(-c3ccccc3)cc2C(=O)Nc2cccc(C(=O)O)c2)cc1[N+](=O)[O-]
#11 O=C(/C=C/c1ccco1)c1ccc(NC(=O)C23CC4CC(CC(C4)C2)C3)cc1
#12 Cc1ccc(CC2S/C(=N/N=C/c3ccco3)NC2=O)cc1 (centres undefined)
#13 O=C(NC1CCSc2ccccc21)c1ccccc1Cl (centres undefined)
#14 N#Cc1c(NC(=O)C2CC=CCC2C(=O)O)sc2c1CCCCCC2 (centres undefined)
#15 Cc1ccnc(NC(=O)c2cc([N+](=O)[O-])cc([N+](=O)[O-])c2)c1
#16 Cc1ccc(NC(=O)c2ccc(OC(=S)N3CCOCC3)cc2)cc1
compound no.	9	10	11	12	13	14	15	16
HT1080 IDH1KD tx	-9.8%	-14.9%	-0.4%	-6.8%	2.8%	-2.5%	-2.9%	?
KB-3-1 cytotox	0.3%	?	-16.6%	-0.2%	8.4%	-2.2%	0.0%	-14.3%
IL-1B inflam inh	-4.4	28.6	-19.9	28.5	-6.7	-7.8	9.3	-5.6
MCF10A rereplic	?	-0.5%	?	3.2%	5.2%	?	-2.0%	2.0%
ATXN2 expr inh	-1.4%	·	-5.3%	5.5%	14.5%	-4.4%	2.9%[11.3 µM]	5.6%
SW480 rereplic	?	-1.1%	3.3%	5.6%	5.4%	-2.6%	-20.0%	-1.0%
WRN inhibitor	-13.7%	?	?	10.5%	3.7%	-33.3%[57.1 µM]	-9.5%	3.1%
KB-V1 MDR tox	-19.2%	-14.2%	?	0.3%	-17.2%	4.3%	20.4%	6.51µM*
HT1080NT lethal	-20.5%	-20.1%	1.0%	-7.3%	10.0%	-0.3%	0.0%	-21.3%

Shown as tab-separated lines: part of the list above.
no.	Compound	HT1080 IDH1KD tx	KB-3-1 cytotox	IL-1B inflam inh	MCF10A rereplic	ATXN2 expr inh	SW480 rereplic	WRN inhibitor	KB-V1 MDR tox	HT1080NT lethal
15	Cc1ccnc(NC(=O)c2cc([N+](=O)[O-])cc([N+](=O)[O-])c2)c1	-2.9%	0.0%	9.3	-2.0%	2.9%[11.3 µM]	-20.0%	-9.5%	20.4%	0.0%
4	CN1C(=O)CS/C1=N\NC(=O)COc1cccc2cccnc12	13.9%	4.4%	-13.0	?	0.1%	-38.4%	5.0%	12.8%	10.8%
7	CC(=O)N1CC2(C)CN(C(C)=O)CC(C)(C1)C2	4.2%	1.7%	4.0	-5.4%	3.2%	-10.2%	-2.6%	0.7%	3.5%
6	CC(C)(C)C(=O)CCN1C(=O)C2(OCCO2)c2ccccc21	-12.2%	9.8%	-16.1	2.2%	-0.2%	-0.8%	-8.9%	23.9%	2.0%
16	Cc1ccc(NC(=O)c2ccc(OC(=S)N3CCOCC3)cc2)cc1	?	-14.3%	-5.6	2.0%	5.6%	-1.0%	3.1%	6.51µM*	-21.3%

(listing goes on)
#17 FC(F)(F)c1ccccc1NC(=S)NN=C1CCCCCC1
#18 COC(=O)C(/C=N/O)NC(=O)c1ccccc1 (centres undefined)
#19 CCCOC(=S)N/C(=N\S(=O)(=O)c1ccccc1)c1ccccc1
#20 O=C(NCC1CCCO1)C1C2C=CC3(CN(Cc4cccs4)C(=O)C13)O2 (centres undefined)
#21 COCCNS(=O)(=O)c1ccc(SC)cc1
compound no.	17	18	19	20	21
HT1080 IDH1KD tx	18.4µM*	29.6%	?	15.0%	2.3%
KB-3-1 cytotox	?	-0.7%	4.6%	24.1%	8.8%
IL-1B inflam inh	41.1	-11.9	10.1	19.7	3.0
MCF10A rereplic	?	-5.5%	-19.1%	1.8%	2.6%
ATXN2 expr inh	-10.6%	-15.0%[11.3 µM]	1.8%	-7.9%	0.4%
SW480 rereplic	11.6µM*	-17.0%	-0.8%	1.9%	15.3%
WRN inhibitor	0.9%	-29.1%	6.3%	-1.3%	100.2%[activator]
KB-V1 MDR tox	?	6.9%	21.9%	1.8%	11.4%
HT1080NT lethal	13µM*	24.5%	?	8.3%	5.9%

Bioassay records from PubChem.
